Screening data (PubChem)
GSIS activator – GLuc luminescence reporter in INS-1E cells, primary screen for activators of glucose-dependent secretion of insulin. INS-1E GLuc reporter insulin secretion, 2-3 h. activation, % at 16.6 µM. actives 0.61% (n = 370,000). AID 743287, 2014;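 active = lowest replicate activation of at least 40%, so every replicate reaches that level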;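 note: 0% = median of neutral control wells and 100% = median of IBMX positive control wells; some compounds called inactive have numbers as strong as hits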
miR-122 sensor – miR-122 Renilla sensor signal increase in Huh7, primary screen, miR-122 inhibitor project, cell-based, single point, plate reader; Huh7 miR-122 Renilla luciferase sensor, 48 h; neutral wells = 0, positive control = 100; activation (reporter increase), % at 12.5 µM; actives 0.3% (n = 340,000); AID 602342, 2012;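 active = mean replicate activation score at least 90 and every replicate individually at or above 90; inconclusive = only one of the two criteria met; inactive = neither criterion met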;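 note: higher luciferase means less miR-122 activity so hits act as miR-122 inhibitors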
PAX8 reporter – inhibitors of PAX8-driven TPO luciferase reporter, primary screen, RMG-I cells, single concentration; actives 1.2% (n = 360,000); inhibition, % at 12.6 µM; SteadyGlo, 24 h; AID 652154, 2013;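 active = mean replicate inhibition at least 60% with every replicate also reaching 60%; inconclusive = only one of the two criteria is met; inactive = mean below 60% and not all replicates reaching 60%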;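 note: luciferase light reporting Pax8 driven TPO promoter activity; plate controls were median of neutral control wells for no effect and mitoxantrone controls for full effect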
DENV2 CPE rescue – inhibitors of DENV2 cytopathic effect, primary screen, cell-based, plate reader, single concentration; DENV2-infected cells, cytopathic effect rescue; CPE inhibition, % at 9.99 µM; actives 1.7% (n = 350,000); AID 651640, 2012; in the data active = CPE inhibition above about 20%, passing the limit was not always enough; inconclusive = no clear call, values can overlap the other calls; tested in BHK-21 cells;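 note: 0% = median of neutral control wells and 100% = median of positive control wells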
F508del corr – F508del CFTR correction, initial screen, CFBE line, single point | CFBE cells, YFP halide quenching; stimulated with forskolin plus potentiator P3; % fluorescence drop versus neutral controls | activity (quench increase), % at 7.58 µM | actives 0.36% (n = 350,000) | AID 720511, 2013;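 active = mean added fluorescence quench of at least 8% versus neutral control, with both replicates also reaching 8%; inconclusive = only one of the mean or replicate conditions met; inactive = mean below 8% and not both replicates reaching 8%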;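 note: cells transiently co-express mutant CFTR-F508del with the halide-sensitive YFP; corrector assay measuring rescue of mutant channel to the surface after 24 h compound exposure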
FN deposit inh – inhibitors of fibronectin matrix deposition, primary screen, AH1F cells, Alexa488-fibronectin fluorescence, plate reader; actives 0.086% (n = 350,000); AH1F fibroblasts, overnight; inhibition, % at 12.6 µM;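 active = mean inhibition across replicates of 30% or more, regardless of how many single replicates reach that level; inconclusive = mean under 30% yet at least half of replicates reach 30%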;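 note: positive control wells lacked labelled fibronectin entirely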
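Assay system: AH1F fibroblasts assembling fluorescent fibronectin matrix; Amount: 10000 AH1F cells per well; Buffer or medium: DMEM, 2% serum; Probe or stimulus: Alexa488-fibronectin, 24 nM final in well; Doses: single compound dose, delivered by pin transfer; Incubation: 1 h adhesion, overnight exposure; Measured by: fluorescence 485/525 nm; Read-out: fibronectin deposition inhibition.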
EWS-Fli block – EWS/Fli-driven NR0B1 reporter inhibitors, primary screen, A673 cells, NR0B1 luciferase, luminescence, MLPCN library | viability-normalised | inhibition, % at 12.6 µM | AID 651661, 2012 | actives 0.67% (n = 350,000);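 active = mean inhibition of at least 50% after viability correction, with every replicate also passing that limit; inconclusive = mean reaches 50% but only one of two replicates passes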;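 note: firefly luciferase signal divided by Alamar Blue viability fluorescence both relative to DMSO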
Numbers without * were called inactive; ? = inconclusive; nt = not tested or not shown; & = joins results of further samples; [ ] = remark or other dose.

Order of values: GSIS activator | miR-122 sensor | PAX8 reporter | DENV2 CPE rescue | F508del corr | FN deposit inh | EWS-Fli block
[1] CCN(CC(=O)Nc1c(F)cccc1F)C(=O)CCNC(=O)c1ccco1
  -9 | -3 | -6 | -3 | 7.6 | 0 | 0
[2] CCCC#Cc1ccc([C@@H]2[C@@H](CO)N3C(=O)CN(C(=O)c4ccccc4)C[C@H]23)cc1
  5 | nt | nt | -4 | -0.8 | nt | nt
[3] COc1ccc(C(=O)Oc2ccc3c(C)cc(=O)oc3c2C(C)=O)cc1
  6 | 13 | 0 | -2 | 1.2 | -1 | 3
[4] O=C(C1CCN(CCc2ccccc2)CC1)N1CCOCC1
  26 | 5 | 1 | 5 | -3.8 | 1 | 6
[5] Cc1ccc(C(=O)OCC(=O)NCc2cccs2)s1
  14 | -9 | -3 | 2 | -4.4 | -2 | 3
[6] CN1OC[C@@H]2CN(S(=O)(=O)c3cccc4ccccc34)[C@H](c3ccc(-c4ccccc4)cc3)C[C@@H]21
  nt | 12 | -11 | 6 | 3.8 | 11 | 2
[7] O=C(C[C@@H]1C=C[C@H](NC(=O)Nc2cccc(F)c2)[C@@H](CO)O1)NCC1CCCCC1
  -13 | nt | 11 | ? | -1.1 | -17 | -7
[8] C=CCn1cc(C(C)=O)c(=O)[nH]c1=O
  4 | nt | 3 | 1 | -1.4 | -6 | -1
[9] CN(C(=O)CC1C(=O)NCCN1Cc1ccc(F)c(F)c1)C1CCOCC1 (stereo not given)
  -2 | -1 | -2 | nt | -2.6 | 9 | -1
[10] C[C@@H]1CN([C@H](C)CO)C(=O)Cc2cc(NC(=O)Cc3ccccc3)ccc2O[C@H]1CN(C)CC1CC1
  3 | -6[16.7 µM] | -2 | 0 | -2.6 | nt | 4
[11] COc1ccc(/C=C2/SC(=O)N(CCC(=O)Nc3ccc(C)cc3)C2=O)cc1OC
  19 | nt | 9 | -1 | 2.9 | -1 | 7
[12] Cc1cc(Cl)ccc1OCC(=O)OCC(=O)Nc1ccc(Cl)cn1
  7 | 4 | 0 | -7 | -1.1 | -1 | -10
[13] O=C(NCc1cccnc1)c1ccc(S(=O)(=O)N2CCCCCC2)cc1
  -3 | nt | 2 | 7 | -0.6 | 1 | 7
[14] O=C(Cc1cccnc1)N1CC2(C1)[C@H](c1ccccc1)[C@@H](CO)N2C(=O)C1CCCCC1
  -9 | nt | nt | -12 | -0.4 | nt | -3
[15] Cc1noc(C)c1S(=O)(=O)N(C)C[C@@H]1OCCCC[C@@H](C)Oc2ccc(NS(=O)(=O)c3ccc(Cl)cc3)cc2C(=O)N([C@@H](C)CO)C[C@@H]1C
  -3 | 2[16.7 µM] | 33 | -6 | 1.5 | nt | 2
[16] CC(C)CNC(=O)c1ccccc1NC(=O)/C=C/c1cccc([N+](=O)[O-])c1
  nt | nt | 6 | nt | nt | -4 | -10
[17] CS(=O)(=O)N(Cc1ccccc1)c1ccc(C(=O)NCc2cccnc2)cc1
  nt | -1 | 1 | nt | nt | -9 | nt
[18] COc1cccc(NC(=O)C2(C)CCN2Cc2cccc(OC)c2F)c1 (stereo not given)
  -15 | -1 | -13 | 0 | -0.9 | -4 | 12
[19] CC(=O)c1ccc(OCCCC(=O)N2CCN(S(=O)(=O)c3cccs3)CC2)cc1
  nt | -5 | 27 | nt | nt | -3 | nt
[20] CCN1C(=O)C(CC(=O)Nc2ccc(OC)cc2)N(Cc2cccs2)C1=S (stereo not given)
  -41 | 9 | nt | 2 | 0.2 | nt | 4
[21] COCCNC(=O)C[C@@H]1C=C[C@@H](NC(=O)NC2CCCC2)[C@@H](CO)O1
  10 | nt | -1 | 16 | -2.8 | -5 | 4
[22] Cc1nnc(SCC(=O)c2ccccc2F)n1Cc1ccccc1
  0 | nt | -12 | 0 | 1.2 | 4 | -13
[23] CC1CCc2[nH]c3ccc(C(=O)O)cc3c2C1 (stereo not given)
  0 | 1 | 4 | 2 | -0.5 | 6 | 18
[24] Cc1nc(-c2ccc(S(=O)(=O)Nc3cccc(Cl)c3)cc2)co1
  2 | 20 | -16 | 7 | -1.0 | -2 | nt
[25] O=C(C[C@H]1CC[C@@H](NC(=O)c2ccc(F)cc2)[C@H](CO)O1)NCc1ccncn1
  -5 | nt | nt | -1 | -3.9 | nt | nt
[26] O=C(C[C@H]1CC[C@@H]2[C@H](COC[C@@H](O)CN2CCC(F)(F)F)O1)NCC1CCCCC1
  9 | -4[16.7 µM] | -7 | 1 | -1.3 | -13 | -3
[27] C[C@@H](O)C#Cc1ccc([C@H]2[C@H]3CN(C(=O)Nc4ccccc4)CCCCN3[C@H]2CO)cc1
  13 | -7[16.7 µM] | -7 | 8 | 0.3 | nt | -4
[28] C[C@H]1CCCCO[C@H](CN(C)Cc2ccncc2)[C@@H](C)CN([C@@H](C)CO)C(=O)c2cc(N(C)C)ccc2O1
  10 | -3[16.7 µM] | -4 | 12 | -1.0 | nt | 4
[29] O=[N+]([O-])c1ccccc1S(=O)(=O)N(CC(O)CN1CCCCC1)c1ccccc1 (stereo not given)
  5 | nt | -14 | -1 | -1.5 | 1 | -8
[30] COCC1CCCN(C(=O)c2ccc3oc(Cc4ccc(Cl)cc4)nc3c2)C1 (stereo not given)
  -20 | -10 | -11 | 10 | 4.3 | -1 | -23

Continuation.
Order of values: GSIS activator | miR-122 sensor | PAX8 reporter | DENV2 CPE rescue | F508del corr | FN deposit inh | EWS-Fli block
[31] O=C(CN1CCN(Cc2ccccc2)CC1)c1ccc(Br)cc1
  0 | 0 | nt | 1 | 2.5 | nt | 12
[32] O=C(CSc1ccc(-c2cccnc2)nn1)c1ccc([N+](=O)[O-])cc1
  11 | 0 | -3 | -2 | 2.1 | 2 | -9
[33] O=C(/C=C/c1cccs1)Nc1ccc(N2CCOCC2)c(S(=O)(=O)Nc2cc(Cl)ccc2Cl)c1
  -18 | 77 | 35 | nt | nt | nt | nt
[34] CN(CC(=O)Nc1ccc(F)cc1)C(=O)COC(=O)c1nc(Cl)ccc1Cl
  -7 | -7 | 11 | 73* | 1.1 | 4 | 0
[35] CCOC(=O)c1c(C)[nH]c(C)c1C(=O)CSc1nc2ccccc2n1CCOC
  nt | 2 | 9 | 2 | nt | -2 | -20
[36] C[C@H](CO)N1C[C@H](C)[C@H](CN(C)Cc2ccccc2)Oc2cc(Br)ccc2S1(=O)=O
  -14 | -10[16.7 µM] | -13 | -6 | 1.9 | nt | -1
[37] CCOc1ncccc1C(=O)Nc1ccc2c(c1)OCO2
  8 | nt | -21 | -3 | 0.1 | nt | -5
[38] COc1ccc(NC(=O)c2cc(C3CCCCN3C(=O)c3ccc(Cl)cc3)on2)c(C)c1 (stereo not given)
  nt | -2 | 4 | -15 | -2.4 | -2 | 16
[39] C[C@@H]1CCCCO[C@H](CN(C)C(=O)C2CCCCC2)[C@@H](C)CN([C@@H](C)CO)C(=O)c2cc(NS(=O)(=O)c3ccc(F)cc3)ccc2O1
  -11 | -9[16.7 µM] | 17 | 2 | 0.4 | -1 | 9
[40] COc1ccc(Br)cc1CN1CCN(Cc2c[nH]c3ccccc23)CC1
  -49 | 11 | 21 | -1 | 1.2 | -2 | 16
[41] O=C(O)CCCC(=O)OCCc1cc2ccccc2c(=O)o1
  -3 | -5 | 6 | -9 | -0.8 | 8 | 4
[42] O=C(C1CCN(c2nnc(-n3cccc3)s2)CC1)N1CCOCC1
  nt | 3 | -15 | -4 | 1.2 | -9 | -15
[43] Cc1csc(NC(=O)Cc2ccc(Br)cc2)n1
  nt | -1 | -74 | -13 | 0.0 | -1 | -43
[44] COC(=O)/C=C1\N/C(=N\c2nc(C)cc(C)n2)N(c2ccccc2)C1=O
  -1 | 2 | 32 | -3 | 0.5 | 2 | 12
[45] CO[C@H]1CN(C)C(=O)c2cc(NC(=O)c3ccc(Oc4ccccc4)cc3)ccc2OC[C@H](C)NC[C@H]1C
  16&8 | nt | -16 | -4 | -3.8 | 18&-5 | 43
[46] O=C(CSc1cccc(C(F)(F)F)c1)Nc1nnc(C2CC2)s1
  -6 | -10 | -4 | -5 | 1.1 | 0 | 8
[47] CC(=O)N(C)C[C@H]1Oc2ncc(C#CCc3ccccc3)cc2C(=O)N([C@@H](C)CO)C[C@@H]1C
  -16 | -5[16.7 µM] | nt | -2 | 0.1 | -2 | 4
[48] Cc1ccc(S(=O)(=O)N2CCOC2CNC(=O)C(=O)NCCCN2CCOCC2)cc1 (stereo not given)
  11 | -3 | 3 | -2 | 0.8 | nt | nt
[49] Cc1ccc(S(=O)(=O)NCCC(=O)NCc2ccccn2)cc1
  6 | 25 | -7 | 2 | -0.3 | 4 | 5
[50] Cc1ccc(S(=O)(=O)NCC(c2cccnc2)N2CCN(Cc3ccccc3)CC2)cc1 (stereo not given)
  25 | 1 | 8 | ? | -1.1 | nt | nt
[51] C[C@@H]1CN([C@@H](C)CO)C(=O)c2cc(/C=C/c3ccccc3)cnc2O[C@@H]1CN(C)Cc1ccc2c(c1)OCO2
  -20 | 22[16.7 µM] | nt | -1 | -2.2 | 4 | 29
[52] Cc1ccc(/C=N/NC(=O)C(C)Oc2ccccc2[N+](=O)[O-])s1 (stereo not given)
  -1 | -4 | -33 | nt | nt | -9 | nt
[53] O=C(CSc1nc(-c2ccc(F)cc2)cs1)NCC1CCCO1 (stereo not given)
  20 | -10 | -11 | -4 | 1.0 | 7 | -16
[54] NNC(=O)c1cccc(COc2ccc(Br)cc2)c1
  -30 | -1 | -16 | nt | nt | -4 | nt
[55] O=C(C[C@H]1C[C@@H]2c3cc(NC(=O)C4CCOCC4)ccc3O[C@@H]2[C@H](CO)O1)NCc1ccccc1
  3 | 5[16.7 µM] | -1 | 0 | 2.2 | 7 | 3
[56] C[C@@H]1CN([C@H](C)CO)C(=O)c2cccc(NS(=O)(=O)c3ccc(Cl)cc3)c2O[C@H]1CN(C)Cc1ccc(Oc2ccccc2)cc1
  -18 | -15[16.7 µM] | nt | -8 | -3.7 | 0 | -3
[57] C[C@]12CC[C@@H]3c4ccc(O)cc4CC[C@H]3[C@@H]1CC[C@@H]2OC(=O)CCC1CCCC1
  nt | -4 | 6 | -7 | 0.8 | -11 | 25
[58] CCOc1[nH]n(-c2ccc(Cl)cc2)c(=O)c1C=Nc1ccc(OC)cc1
  -2 | -2 | nt | nt | nt | 0 | nt
[59] CC(=O)c1ccc(Sc2ccc(C(C)=O)cc2)cc1
  3 | -10 | -60 | nt | nt | 3 | nt
[60] COc1ccc(CCC(=O)Nc2ccc(OC)c(S(=O)(=O)N3CCCCC3)c2)cc1OC
  nt | -5 | 11 | -1 | -0.6 | -4 | -1

Further compounds.
Order of values: GSIS activator | miR-122 sensor | PAX8 reporter | DENV2 CPE rescue | F508del corr | FN deposit inh | EWS-Fli block
[61] CN(CC(=O)Nc1ccccc1Cl)C(=O)COC(=O)c1cc(S(=O)(=O)N(C)C)ccc1N1CCCC1
  0 | -1 | 14 | 9 | 0.7 | 0 | 6
[62] OC[C@@H]1[C@H](c2ccc(-c3ccc(F)cc3)cc2)[C@H](CNC2CCCC2)N1CCC(F)(F)F
  -12 | nt | nt | -5 | -0.8 | -48 | 3
[63] COc1ccc2sc(N(CCCN(C)C)C(=O)c3ccc(C(=O)c4ccccc4)cc3)nc2c1
  -52 | 2 | 13 | 6 | -2.8 | 8 | 8
[64] Cc1ccc(C(=O)NC2CCN(S(=O)(=O)c3ccccc3F)CC2)cc1
  22 | nt | -37 | -3 | -3.3 | -2 | -1
[65] O=C(Nc1nc(-c2ccc(F)cc2)cs1)c1ccc(N2C(=O)CCC2=O)cc1
  2 | 0 | 6 | -1 | 0.2 | -15 | 1
